ALOX15B inhib – inhibitors of human 15-lipoxygenase 2 (ALOX15B); O15296; purified 15hLO-2, xylenol orange hydroperoxide absorbance; Potency, µM (doses to about 57.1 µM), inactives show at the highest dose activity change, negative = inhibition, actives largely listed as inhibitors; 0.56% of 110,000 active; further: potency means the concentration at half of the fitted maximal effect; nearly all actives have a fitted effect of over 60% in size; many of its hits are not listed in these tables
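Purified human 15hLO-2 (50 nM) preincubated 15 min with compound, then 45 uM arachidonic acid for 90 min at RT in 25 mM Hepes pH 7.5, 0.01% Triton X-100. Hydroperoxide detected by Fe-xylenol orange; 573/405 nm absorbance ratio.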
PNC assembly inh – inhibitors of perinucleolar compartment assembly. PC3M PTB-GFP, PNC prevalence imaging, 16 h; stronger effect = lower value. activity change (PNC), negative = inhibition, % at 10 µM. 3.1% of 140,000 active. AID 2417;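 active means readout at or below -70, meaning at least 70% loss of cells showing the perinucleolar compartment, a nuclear body marking cancer cells; inconclusive means readout between -30 and a set limit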;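 further: plate controls were DMSO wells for no effect and camptothecin positive control wells for full effect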
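Compounds are pinned in duplicate onto adhered PC3M cells stably expressing GFP-tagged PTB and incubated 16 h at 37 C. Cells are then fixed, nuclei stained with Hoechst, and PNC-positive cells counted.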
12-hLO inh – 12-hLO (ALOX12) enzyme inhibition; purified 12-hLO, xylenol orange hydroperoxide absorbance; Potency, µM (series often up to 57.1 µM), for the others: at the highest dose activity change, negative = inhibition, hits mostly inhibitors; 0.12% of 150,000 active; further: potency means the concentration at half of the fitted maximal effect; nearly all actives have a fitted effect of over 55% in size; many of its hits are not listed in these tables
Target sequence (P18054 whole entry, looked up): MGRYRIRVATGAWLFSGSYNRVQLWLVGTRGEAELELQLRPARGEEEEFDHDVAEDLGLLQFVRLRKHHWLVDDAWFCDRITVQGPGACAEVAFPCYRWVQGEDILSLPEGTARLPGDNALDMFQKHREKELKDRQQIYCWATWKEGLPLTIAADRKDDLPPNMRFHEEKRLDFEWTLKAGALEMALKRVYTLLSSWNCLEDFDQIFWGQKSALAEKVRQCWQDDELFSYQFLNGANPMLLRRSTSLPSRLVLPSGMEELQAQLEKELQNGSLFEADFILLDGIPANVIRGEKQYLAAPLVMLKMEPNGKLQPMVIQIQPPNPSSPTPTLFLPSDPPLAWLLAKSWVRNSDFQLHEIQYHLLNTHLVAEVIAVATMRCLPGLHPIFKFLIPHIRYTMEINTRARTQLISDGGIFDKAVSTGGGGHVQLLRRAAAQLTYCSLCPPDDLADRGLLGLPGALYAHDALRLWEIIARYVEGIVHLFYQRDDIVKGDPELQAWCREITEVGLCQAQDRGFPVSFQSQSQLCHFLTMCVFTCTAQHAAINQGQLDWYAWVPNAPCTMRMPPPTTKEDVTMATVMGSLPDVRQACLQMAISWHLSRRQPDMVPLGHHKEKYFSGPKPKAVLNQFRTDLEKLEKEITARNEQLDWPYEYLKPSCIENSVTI
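Xylenol orange chromogenic assay: hydroperoxide from 12hLO oxidises Fe(II), giving red-shifted Fe(III)-XO absorbance. Conditions: 150 nM enzyme, 40 uM arachidonic acid, 25 mM Hepes pH 7.0, 0.01% Triton X-100, 30 min, room temperature.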
IMPase inh – cell-permeable inhibitors of inositol monophosphatase (IMPase); P97697; CHO-M1 cells, IP1 accumulation, HTRF TR-FRET ratio; inhibition (IP1 accumulation), % at 46.1 µM; 120,000 tested, under 10 active; AID 901; active means well fitted curve in the direction sought with a large enough effect in the signal ratio, not every such curve was filed as active; inconclusive means small, poorly fitted or top-dose-only effect, or a change in a side signal; inactive means no such curve, though single readings can be large or run the other way; the % refers to the signal ratio;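 further: cells stimulated with carbachol in lithium chloride buffer; plate controls were DMSO basal wells for no effect and reference inhibitor wells for full effect; higher means more IMPase inhibition seen as more IP1 and lower FRET ratio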
Target sequence (P97697 whole entry, looked up): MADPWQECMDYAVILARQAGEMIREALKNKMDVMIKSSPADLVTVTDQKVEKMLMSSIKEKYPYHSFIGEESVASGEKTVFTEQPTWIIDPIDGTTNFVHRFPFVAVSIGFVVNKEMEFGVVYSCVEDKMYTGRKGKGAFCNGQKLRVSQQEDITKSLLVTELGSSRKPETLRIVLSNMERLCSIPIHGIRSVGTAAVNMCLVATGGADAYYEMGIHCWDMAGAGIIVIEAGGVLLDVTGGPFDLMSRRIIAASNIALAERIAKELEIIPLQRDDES
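Seeded CHO-M1 cells were dosed with compound at up to 46 uM, stimulated with carbachol for 30 min, then lysed in IP-One detection reagents. Higher IP1 lowers the TR-FRET signal.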
* hit, by the source's call; ? = inconclusive; · = no result given; & = joins results of further samples; [ ] = remark or other dose. Unless noted, the call rests on the fitted dose curve; in most records, active means well fitted curve in the direction sought with a large enough effect; inconclusive means small, poorly fitted or top-dose-only effect, or another doubt; inactive means no such curve, though single readings can be large; an effect the other way counts as inactive or inconclusive. Unless noted, on the % scale 0 is the no-effect control and ±100 the full control effect. The list is partial; the hit share may differ from the screen's.

Key to letters – A = ALOX15B inhib; B = PNC assembly inh; C = 12-hLO inh; D = IMPase inh
Cc1cc(Cl)ccc1OCC(=O)NC1CCCC1
  A = -7.9%; B = 5.8; C = -0.9%; D = 10.4

CCn1cc(Br)c(C(=O)Nc2ccc(C(=O)OC(C)C)cc2)n1
  A = -10.6%; B = -25.5; C = -6.4%; D = 16.2

COc1ccc(Cl)cc1NC(=O)/C=C\C(=O)O
  A = -1.3%; B = 1.8; C = 5.1%; D = -1.0

COc1ccc(CCN(Cc2nc(-c3ccccc3)no2)Cc2nc(-c3ccccc3)no2)cc1OC
  A = 10.8%; B = ?; C = -1.8%; D = -1.5

COc1ccc(S(=O)(=O)N(CC(=O)O)c2ccccn2)cc1
  A = 2.9%; B = -20.3; C = 6.4%; D = -4.3

Cc1c(C#N)c(N=CN(C)C)c(C(=O)c2ccccc2)n1-c1ccc(Br)cc1
  A = 5.5%; B = -19.4; C = 2.8%; D = 6.0

O=[N+]([O-])c1cccc(-c2nc(-c3ccccc3)c(-c3cccs3)[nH]2)c1
  A = -5.8%; B = 76.8; C = 0.6%; D = 3.0

COC(=O)[C@@]1(Cc2ccc(OC)cc2)[C@H]2c3cc(C(=O)N4CCCC4)n(Cc4cc(C)n(C)n4)c3C[C@H]2CN1C(=O)c1ccccc1
  A = -2.3%; B = ·; C = -3.0%; D = ·

CCOC(=O)C1=C(c2ccccc2)Nc2ncnn2C1c1ccccn1 (stereo not given)
  A = -5.9%; B = 6.8; C = 1.7%; D = -17.2

COc1cc2c(cc1NC(=O)c1ccncc1)oc1ccccc12
  A = 2.3%; B = 10.2; C = -4.9%; D = 6.0

O=C(CC12CC3CC(CC(C3)C1)C2)N/N=C/c1ccc([N+](=O)[O-])o1
  A = ·; B = 23.9; C = -4.9%; D = -6.0

O=C1CSC(c2c(F)cccc2Cl)N1c1cccc(F)c1 (stereo not given)
  A = ·; B = 104.2; C = 7.7%; D = 9.2

COc1cc2[nH]c(=S)nc(NCCCOC(C)C)c2cc1OC
  A = -22.0%; B = 9.9; C = 4.1%; D = 6.8

CC(C)Sc1nc2sc(-c3ccccc3)cc2c(=O)n1N
  A = -6.4%; B = -106.0*; C = 2.6%; D = -5.2

COc1cccc(-c2csc(N3CCN(S(=O)(=O)c4ccc(F)cc4)CC3)n2)c1
  A = -4.5%; B = 32.2; C = -10.1%; D = 3.2

CCOc1cc(/C=N\O)cc(Cl)c1OCC
  A = ·; B = -11.3; C = -0.4%; D = 16.3

CCOC(=O)CN1C(=O)COc2ccc(Cl)cc21
  A = 3.4%; B = -27.1; C = -1.8%; D = 3.5

Nc1nn(S(=O)(=O)c2cccc3nsnc23)cc1-c1ccc(Br)cc1
  A = -1.2%[2.29 µM]; B = ?; C = -4.3%; D = 1.6

O=C(NC1CCCC1)c1nc2c(nnn2Cc2ccccc2Cl)c(=O)[nH]1
  A = -0.8%; B = 19.8; C = 2.0%; D = 0.3

O=C1C(NS(=O)(=O)c2cccs2)=C(N2CCN(c3ccccc3)CC2)C(=O)c2ccccc21
  A = -18.5%; B = ?; C = -9.6%; D = 17.9

CCOC(=O)c1nn(-c2cccc(Cl)c2)c2nc(CC(C)C)c(C#N)c(=O)n12
  A = ·; B = 16.9; C = -1.9%; D = -2.3

COCc1cc(C)nc2sc(C(=O)N3CCN(c4ccccc4)CC3)c(N)c12
  A = 2.9%; B = -13.9; C = -7.7%; D = 4.9

O=C(Nc1ccccc1)N1CCCC2CCCCC21 (stereo not given)
  A = -5.1%; B = -3.8; C = 11.2%; D = -8.3

CC(C(=O)OCC(=O)c1c(N)n(C)c(=O)n(C)c1=O)N1C(=O)c2ccccc2C1=O (stereo not given)
  A = ·; B = 14.3; C = 1.3%; D = -2.5

Cn1c(CCCNC(=O)c2ccccc2)nc2ccccc21
  A = 7.3%; B = 16.2; C = -3.3%; D = 8.3

CN1C(=O)C(O)(CC(=O)c2cccc(-n3cccc3)c2)c2ccccc21 (stereo not given)
  A = -23.9%; B = -19.7; C = -6.3%; D = 13.5

COc1ccccc1OCCCCCc1c(C)n[nH]c1C
  A = 46.4%[activator]; B = -4.6; C = 2.6%; D = 12.6

O=C(CNC1C(=O)Nc2ccccc21)Sc1ccccc1 (stereo not given)
  A = -11.5%; B = ?; C = -4.3%; D = 8.7

COc1ccc(N2CCN(CC(O)COc3ccc([N+](=O)[O-])cc3)CC2)cc1 (stereo not given)
  A = ·; B = 26.2; C = 1.9%; D = ·

Cc1cc(C(=O)OCC(=O)Nc2nc(-c3ccccc3)cs2)c(C)o1
  A = -2.2%; B = 6.8; C = 0.3%; D = 16.4

O=C(NCCOC(=O)C1COc2ccccc2O1)c1cccnc1 (stereo not given)
  A = -8.2%; B = ?; C = -6.1%; D = 3.9

CNC(=S)N(Cc1ccc2c(c1)OCO2)C1CC(=O)N(c2ccccc2)C1=O (stereo not given)
  A = ·; B = ?; C = -2.3%; D = ·

FC(F)(F)c1cccc(N2CCN(c3nnnn3-c3ccccc3)CC2)c1
  A = 7.0%; B = ?; C = -3.3%; D = 8.2

CCOC(=O)COc1cc(=O)n(CC)c2ccccc12
  A = -2.3%; B = ?; C = -2.6%; D = -6.9

CCOC(=O)C1=C(COCCN)NC(C)=C(C(=O)OC)C1c1ccccc1Cl (stereo not given)
  A = 3.9%; B = ·; C = 0.9%; D = ·

CC(C)CNC(=O)c1ccc(NC(=O)c2ccccc2[N+](=O)[O-])cc1
  A = ·; B = -84.5*; C = -0.7%; D = ·

COc1ccc(OC)c(CNc2nc3ccccc3n2CCN2CCCCC2)c1
  A = 26.2%; B = 3.2; C = -16.0%; D = 1.4

CCCC(=O)C1=C(O)C(C(=O)OC)C(C)(C)CC1=Nc1ccccc1 (stereo not given)
  A = 1.2%; B = ?; C = -10.3%; D = -2.9

COc1ccccc1N1CCN(C(=O)Nc2cccc(C)c2)CC1
  A = 5.2%; B = -1.3; C = -2.8%; D = 9.7

CCCC1C(=O)N(c2ccccc2)C1c1ccccc1 (stereo not given)
  A = -0.3%; B = ?; C = 5.4%; D = 13.5

O=C(c1ccc(N2CCN(S(=O)(=O)c3ccccc3)CC2)c([N+](=O)[O-])c1)N1CCOCC1
  A = ·; B = 73.3; C = -1.6%; D = ·

Cc1sc2ncn(CC(=O)OC(C)C(=O)NC(C)(C)C)c(=O)c2c1C (stereo not given)
  A = -0.1%; B = 22.9; C = 9.6%; D = -5.5

Cc1nc(C)c(Cc2ccccc2Cl)c(=O)[nH]1
  A = ·; B = -14.7; C = 2.4%; D = ·

COc1ccccc1NC(=O)N1CCN(c2ncccn2)CC1
  A = 6.7%[2.29 µM]; B = -12.9; C = 0.2%; D = 7.6

CCOc1ccccc1N1CCN(Cc2ccc(OC)c(OC)c2OC)CC1
  A = ·; B = -28.0; C = -7.5%; D = ?

CCCCCCN(C(=O)CCCCCN1C(=O)NC(C2CCCCC2)C(C(=O)OCc2ccccc2)=C1C)C(C(=O)NCCCC)c1ccc(OCC(=O)OC)c(C(=O)OC)c1 (stereo not given)
  A = 28.7%; B = ·; C = -4.7%; D = ·

COc1ccc(OC)c2c1nc1n2CCS1
  A = ·; B = ?; C = 5.5%; D = ·

CC(C)(C)n1nnnc1C(c1cccs1)N(Cc1ccccc1)Cc1cccnc1 (stereo not given)
  A = 44.3%[activator]; B = 27.7; C = 1.4%; D = 8.3

Cc1cc(-c2ccc(Cl)cc2)n2nc(N)nc2n1
  A = -0.8%; B = 20.1; C = -3.3%; D = -11.5

O=C(CCSc1ccccc1)Nc1nnc(-c2ccccc2)o1
  A = -1.1%; B = 5.5; C = -11.2%; D = 0.9

COc1ccc(C(=O)N2CC=C(c3ccccc3)CC2)cc1S(=O)(=O)N1CCOCC1
  A = -3.3%; B = ?; C = 9.0%; D = 2.3

O=C(CSc1ncnc2nc[nH]c12)c1ccccc1
  A = -7.3%[11.4 µM]; B = -19.9; C = -1.4%[11.4 µM]; D = -6.0

COc1ccccc1NC(=S)NCCN1CCOCC1
  A = ·; B = ?; C = 0.4%; D = ·

O=C(Nc1c(-c2ccccc2)nc2ccccn12)c1ccco1
  A = 3.2%; B = -82.3*; C = 2.9%; D = -3.6

CCCN1CCN(S(=O)(=O)c2ccc(OC)c(Br)c2)CC1
  A = 9.4%; B = 15.8; C = 4.7%; D = -2.9

CNC(=O)c1cc2c(=O)n3cccc(C)c3nc2n(C(C)C)c1=N
  A = -19.7%; B = 22.9; C = -10.1%; D = -25.5

COc1cc(/C=C/C(=O)OCC(=O)N2CCN(C(=O)c3ccco3)CC2)ccc1O
  A = ·; B = -19.6; C = -1.6%; D = ·

COc1ccccc1N1CCN(C(=O)C2CCC(Cn3c(=S)[nH]c4ccccc4c3=O)CC2)CC1 (stereo not given)
  A = -16.9%; B = 13.4; C = -6.1%; D = 1.3

CC(C)NC(=S)N/N=C/c1cccs1
  A = -20.9%; B = 8.6; C = -9.4%; D = -2.6

COC(=O)c1ccc(CSc2nc3c(c(=O)n2-c2ccc(C)cc2)SCC3)o1
  A = -9.6%; B = ?; C = -12.6%; D = 23.4

A different layout for part of the listing above.
CNC(=O)c1cc2c(=O)n3cccc(C)c3nc2n(C(C)C)c1=N
  ALOX15B inhib = -19.7%; PNC assembly inh = 22.9; 12-hLO inh = -10.1%; IMPase inh = -25.5

CCCC1C(=O)N(c2ccccc2)C1c1ccccc1 (stereo not given)
  ALOX15B inhib = -0.3%; PNC assembly inh = ?; 12-hLO inh = 5.4%; IMPase inh = 13.5

CC(C)(C)n1nnnc1C(c1cccs1)N(Cc1ccccc1)Cc1cccnc1 (stereo not given)
  ALOX15B inhib = 44.3%[activator]; PNC assembly inh = 27.7; 12-hLO inh = 1.4%; IMPase inh = 8.3

COc1cc2c(cc1NC(=O)c1ccncc1)oc1ccccc12
  ALOX15B inhib = 2.3%; PNC assembly inh = 10.2; 12-hLO inh = -4.9%; IMPase inh = 6.0

Next records follow.
Key to letters – A = ALOX15B inhib; B = PNC assembly inh; C = 12-hLO inh; D = IMPase inh
COc1ccc(C(=O)Nc2nc3c(s2)Cc2cc(OC)ccc2-3)cc1
  A = -1.6%; B = -21.7; C = 2.7%; D = -2.1&9.0

Cn1nnnc1SCc1c(F)cccc1F
  A = 1.1%; B = -10.4; C = 0.0%; D = 0.5

COc1cc(Cl)c(C)cc1NC(=O)c1cc(S(=O)(=O)N(C)C)ccc1N1CCCC1
  A = ·; B = -24.7; C = 4.9%; D = ·

Cc1cc(C)cc(OCC(=O)N/N=C/c2ccncc2)c1
  A = ·; B = ?; C = -1.4%; D = 0.1

Cc1cccn2c(=O)c(C=O)c(N3CCCCCC3)nc12
  A = -11.0%; B = -24.1; C = -11.0%; D = 0.3

CN(C)c1ccc(N=C/C=C2\N(C)c3ccccc3C2(C)C)cc1
  A = ?; B = 59.7; C = -27.1%; D = 27.3

CCOC(=O)C1C(=O)C=C(N2CCOCC2)CC1c1cccc(OC)c1 (stereo not given)
  A = -2.2%; B = 11.2; C = -8.9%; D = -2.5

COC(=O)[C@@]1(Cc2ccc(F)cc2)[C@H]2c3cc(C(=O)N4CCCC4)n(CCc4c[nH]c5ccc(OC)cc45)c3C[C@H]2CN1C(=O)c1ccccc1
  A = -16.5%; B = 55.5; C = 0.0%&-6.4%; D = ·

Fc1cccc(Cl)c1Cn1nnc2c(NCc3ccccn3)ncnc21
  A = ·; B = 177.8; C = 2.3%; D = 2.5

C(=C\c1ccccc1)/CSc1nnc(-c2cnccn2)n1Cc1ccco1
  A = ·; B = 9.1; C = -12.6%; D = 9.1

CCCC(=O)Nc1sc(C(=O)OC)c(C)c1C(N)=O
  A = -0.5%; B = ?; C = -2.1%; D = -2.6

Cc1nc(SCC(=O)NCc2ccco2)nc(C)c1C
  A = -0.8%; B = ?; C = 2.2%; D = -10.0

COc1nc(N(C)C)nc(N(OC)S(=O)(=O)c2ccccc2Cl)n1
  A = -2.2%; B = 8.6; C = 1.1%; D = 4.7

O=C(Nc1ccccc1N1CCN(C(=O)c2ccccc2)CC1)c1cc(Br)ccc1Cl
  A = -17.5%; B = 5.8; C = -3.7%; D = 6.3

O=C(CN1C(=O)c2ccccc2S1(=O)=O)NCc1cccnc1
  A = -2.8%; B = 25.9; C = -7.1%; D = 0.6
